Screening results (PubChem BioAssay)
procasp7 counter – activates human procaspase-7, counter-screen for procaspase-3 activators. actives 0.093% (n = 330,000). recombinant procaspase-7, Ac-DEVD-pNA absorbance 405 nm; D23A/D198A/D206A triple mutant, cannot self-cleave; scale: DMSO 0, 5 µM enzyme 100. activation, % at 8.5 µM. P55210;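 active = percent activation above the screen-wide mean plus 3 SD, cut at about 25% in these data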
Target sequence (P55210 whole entry D23A/D198A/D206A): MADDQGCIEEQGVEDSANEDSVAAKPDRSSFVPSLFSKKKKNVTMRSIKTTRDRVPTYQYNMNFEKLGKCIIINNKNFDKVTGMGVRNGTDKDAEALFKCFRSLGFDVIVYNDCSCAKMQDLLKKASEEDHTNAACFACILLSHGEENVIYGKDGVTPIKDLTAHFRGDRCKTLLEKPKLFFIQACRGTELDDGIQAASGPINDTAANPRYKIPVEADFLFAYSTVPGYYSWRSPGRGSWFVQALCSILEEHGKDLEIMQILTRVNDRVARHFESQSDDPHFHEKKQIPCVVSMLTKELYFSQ
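Assay system: Uncleavable procaspase-7 mutant enzyme; Input: 2 µM procaspase-7 mutant as dispensed; Also added: DEVD-pNA substrate; Medium: Zinc-free HEPES pH 7.4 with 300 mM NaCl, 0.01% Triton X-100; Timing: 1 h compound preincubation, 2 h substrate cleavage, 25 °C; Measured by: Epi-absorbance of released pNA at 405 nm, two timepoints.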
Yeast superoxide – lowers age-related superoxide in aged yeast cells; S. cerevisiae aged cells, superoxide DHE fluorescence; active compounds read low; superoxide response (% of plate mean), % at 10 µM; actives 0.18% (n = 330,000);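 active = superoxide response under a set limit, about three screen SD below normal, cut at about 65% in these data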;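 note: yeast aged for seven days with compound at 30 °C before DHE staining; 100% = average MFI of all compound-treated wells on the plate with controls excluded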
AHR act – activators of human aryl hydrocarbon receptor; P35869; AHR-responsive luciferase reporter cells, luminescence; activation, % at 5 µM; actives 2.5% (n = 320,000); AID 2796; in the data active = activation above about 47%;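 note: 0% = vehicle wells and 100% = reference agonist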
proCasp3 act – procaspase-3 (human) activation; activation, % at 8.5 µM; recombinant procaspase-3 D3A, Ac-DEVD-pNA absorbance 405 nm; actives 0.11% (n = 330,000);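 active = activation above the mean of all tested compounds plus 3 SD, cut at about 21% in these data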;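 note: 0% = DMSO alone and 100% = DMSO wells spiked with extra 5 µM PC-3 D3A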
Target sequence (P42574 whole entry D9A/D28A/D175A): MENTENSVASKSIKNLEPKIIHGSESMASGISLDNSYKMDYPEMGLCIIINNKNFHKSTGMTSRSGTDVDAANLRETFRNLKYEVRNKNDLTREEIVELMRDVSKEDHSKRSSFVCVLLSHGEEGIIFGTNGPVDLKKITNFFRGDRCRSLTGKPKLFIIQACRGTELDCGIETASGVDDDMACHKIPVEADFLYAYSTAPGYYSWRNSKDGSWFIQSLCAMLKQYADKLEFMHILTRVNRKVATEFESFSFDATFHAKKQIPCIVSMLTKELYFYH
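Assay system – Procaspase-3 D3A mutant · Benchmarks – DMSO low control, extra-enzyme high control · Technique – 405 nm absorbance of p-nitroaniline, reads at 0 and 120 min · Doses – 8.5 µM nominal · Measure – % activation between DMSO and enzyme-spiked controls · Also added – Ac-DEVD-pNA chromogenic peptide substrate · Schedule – 1 h compound preincubation, 2 h substrate hydrolysis at 25 °C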
RPL19A TOR yeast – alters RPL19A-GFP fluorescence in TOR pathway yeast screen | percent response vs DMSO, % at 10 µM | actives 0.3% (n = 330,000) | AID 2025 | S. cerevisiae RPL19A-GFP strain, flow cytometry, 3 h; active compounds read low;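 active = percent response vs DMSO below 50%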;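 note: median channel GFP fluorescence of the barcoded RPL19A-GFP strain; ratio of sample median GFP to plate DMSO average so 100% = DMSO; lower means less RPL19A-GFP as with rapamycin TOR inhibition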
JMJD2C inh – blocks human GASC-1 demethylase activity | Q9H3R0 | GST-JMJD2C(1-420) H3K9me3 demethylation, DELFIA europium | inhibition, % at 2.35 µM | actives 0.069% (n = 330,000) | AID 2099;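 active = more than half of a compound's replicate wells show inhibition beyond 50%, single wells judged on their own value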;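 note: signal counts dimethyl H3K9 product captured on neutravidin plate; 0% = median of DMSO wells and 100% = 0.3 times that DMSO median; strong numbers were not always called active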
Target sequence (Q9H3R0 1-420 limits assumed): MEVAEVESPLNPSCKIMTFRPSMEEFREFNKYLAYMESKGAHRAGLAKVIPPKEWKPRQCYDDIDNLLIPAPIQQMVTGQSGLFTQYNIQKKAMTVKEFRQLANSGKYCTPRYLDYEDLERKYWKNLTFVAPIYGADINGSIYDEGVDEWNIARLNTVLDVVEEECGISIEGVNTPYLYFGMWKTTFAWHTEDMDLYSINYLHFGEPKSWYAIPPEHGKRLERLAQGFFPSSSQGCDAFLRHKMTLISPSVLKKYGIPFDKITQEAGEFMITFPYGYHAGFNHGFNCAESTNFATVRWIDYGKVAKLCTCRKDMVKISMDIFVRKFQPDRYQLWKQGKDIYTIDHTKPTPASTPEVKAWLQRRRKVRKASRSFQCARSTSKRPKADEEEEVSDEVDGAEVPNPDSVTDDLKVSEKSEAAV
MEP2-GFP yeast – alters MEP2-GFP fluorescence in TOR pathway yeast screen. S. cerevisiae MEP2-GFP strain, flow cytometry GFP, 3 h; 100% = DMSO control level. GFP response vs DMSO, % at 10 µM. actives 0.51% (n = 330,000). AID 2016;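 active = GFP response versus DMSO above a set limit, roughly screen mean plus 3 SD, cut at about 180% in these data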;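 note: median GFP fluorescence of the barcode-gated MEP2-GFP cells per well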
LAP4 TOR yeast – yeast TOR pathway LAP4-GFP modulation; S. cerevisiae LAP4-GFP multiplex, flow cytometry GFP, 3 h; median GFP as percent of DMSO wells; GFP response vs DMSO, % at 10 µM; actives 0.34% (n = 320,000); AID 2023;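 active = GFP response vs DMSO above a set limit, about the screen mean plus 3 SD, cut at about 150% in these data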
Numbers without * were called inactive; x = not tested or not shown; & = joins results of further samples; [ ] = remark or other dose.

The line under a structure holds: LAP4 TOR yeast	procasp7 counter	JMJD2C inh	RPL19A TOR yeast	MEP2-GFP yeast	AHR act	proCasp3 act	Yeast superoxide
CN(CC(=O)Nc1ccccc1Cl)C(=O)COC(=O)c1ccc(=O)n(Cc2ccccc2)n1
 : 104	4	2	94	114	0	-2	99
O=C(NCCC(=O)N1CCN(c2ccccc2F)CC1)c1ccco1
 : 105	11	10	105	102	7	7	96
COc1ccc(N2CC(C)(C)C2=O)cc1
 : 101	13	26	95	98	-2	2	108
CC(N)C12CC3CC(C1)CC(C(C)N)(C3)C2 (stereo not given)
 : 104	7	20	100	98	3	9	97
Cc1cc2cc(CNC(=S)NCc3ccccc3)ccc2n1C
 : 114	-6	8	95	97	0	6	97
COc1ccccc1-c1ccc(SCC(=O)NCc2ccc3c(c2)OCO3)nn1
 : 99	1	-18	93	95	34	7	103
CCOC(=O)Cc1c(C)c2c(C)[nH]nc2oc1=O
 : 90[may fluoresce violet]	1	-18	23*[may fluoresce violet]	328*[may fluoresce violet]	0	4	104
CC(/C=C/C=C/c1ccccc1)=N/NC(=O)c1ccc2c(c1)OCCO2
 : 108	10	-4	98	98	2	11	100
CCOC(=O)c1c(C)[nH]c(C(C)=O)c1C
 : 99	0	-5	97	96	13	-1	101
Cc1ccc(C(=O)N[C@H](C(=O)OCc2nnc(-c3ccccc3)o2)C(C)C)cc1
 : 109	2	5	103	99	-1	3	89
Cc1cc(N2CCCC2)ccc1/C=N/n1cnnc1
 : 112	-13	2	102	104	-1	-7	80
CCN(CC)S(=O)(=O)c1cc(NS(=O)(=O)c2cc(Cl)ccc2Cl)ccc1C
 : 97	2	7	104	112	-2	-6	100
COC(=O)c1c(NC(=O)c2ccccc2)sc2c1CC(C)(C)NC2(C)C
 : 101	9	10	101	96	0	9	103
O=C(Nc1ccccc1-c1ccccc1)NC1CCN(CC(=O)N2CCOCC2)CC1
 : 89	6	1&-4	103	99	2	2	96
Fc1ccc(CSc2nnc(CN3CCOCC3)n2-c2ccccc2)c(Cl)c1
 : 100	-1	-5	95	96	2	3	102
NC(=O)c1ccc(-n2nnnc2SCC(=O)Nc2ccccc2)cc1
 : 95	15	9	106	110	5	0	87
COc1cccc(N(CC(=O)NC2CCCCCC2)S(=O)(=O)c2ccccc2)c1
 : 104	11	33	103	103	-1	2	91
C#CCn1c(O)c(N=NC(=O)C(O)c2ccccc2)c2ccccc21 (stereo not given)
 : 101	-2	0	93	95	67*	-2	94
O=C(Cn1c(=O)oc2ccccc21)Nc1ccc(S(=O)(=O)N2CCCCC2)cc1
 : 92	0	-8	99	96	3	0	100
O=C(Nc1ccc(F)c(Cl)c1)C1CC(=O)N(Cc2ccccc2)C1 (stereo not given)
 : 115	5	10	103	120	7	1	92
Cc1onc(-c2ccccc2)c1C(=O)Oc1ccccc1
 : 103	11	2	98	98	-2	11	123
NC(=S)Nc1ccc(Cl)c(Cl)c1
 : 114	-3	-15	100	99	-1	-1	107
CC(C)CNC(=S)N(CCO)Cc1cc2cc3c(cc2[nH]c1=O)OCO3
 : 92	0	-7	98	100	26	-15	106
CCOc1ccccc1-n1nnnc1SCC(=O)O
 : 111	3	17	107	106	0	9	101
Cc1ccc(N(CC(=O)NCc2ccc(F)cc2)C(=O)c2ccco2)cc1C
 : 100	-4	-1	99	104	-2	10	103
COc1ccc(Br)c(C(=O)OCC(=O)NC2CCCCCC2)c1
 : 94	-5	x	94	97	0	1	101
CC(=O)N1Cc2cc([N+](=O)[O-])ccc2Oc2ccccc21
 : 101	9	2	102	108	0	-3	67
CCCCCC/C=N/Nc1nnc(Cc2ccc(OC)c(OC)c2)c(=O)[nH]1
 : x	0	3	87	94	6	5	97
O=C(O)/C=C/C(=O)NCc1ccccn1
 : 97	9	2	120	107	1	4	124
Cn1c(SCc2nnc(-c3ccc(F)cc3)o2)nnc1C1COc2ccccc2O1 (stereo not given)
 : 101	9	3	98	101	4	-1	109
CCn1nc(C)c(NC(=O)CSc2nnc(-c3ccco3)n2C)c1C
 : 103	3	7	109	107	-1	-1	109
Cc1cccc(N=Nc2c(C)nn(-c3ccccc3)c2N)c1C
 : 84	-13	0	101	99	-1	-2	100
CCN(CC)CCCNc1ncnc2ccccc12
 : 104	1	-9	99	102	3	6	118
COc1ccccc1C(=O)N/C(=C/c1ccc(Br)cc1)C(=O)NCCCn1ccnc1
 : 100	6	-1	99	103	15	-17	84
CC1CCc2nn(CC(=O)N3CCCCCC3)cc2C1 (stereo not given)
 : 102	6	-2	100	104	0	-6	102
CC(C)(C)c1csc(NC(=O)CSc2nc3ccccc3c(=O)[nH]2)n1
 : 95	-3	2	106	102	0	0	91
CC(=O)OC1C(N2CCCCC2)c2c(ccc(/C=C/C(=O)N3CCCCC3)c2O)OC1(C)C (stereo not given)
 : 101	6	-32	107	131	7	-6	114
CCOC(=O)c1c(C)nc2ncccn12
 : 107	11	6	97	99	0	0	98
COc1ccc(C(C)=O)cc1CC(=O)Nc1cccc(S(=O)(=O)N2CCOCC2)c1
 : 105	18	10	100	97	0	-4	90
Cc1cccc(C)c1NC(=O)C1(NC(=O)C2CCC(=O)N2)CCCCC1 (stereo not given)
 : 100	-3	-2	96	96	-2	0	101
CCN1c2ccccc2-c2nc3ccccc3n2C1c1ccccn1 (stereo not given)
 : 90	4	34	88	89	7	2	105
O=C(O)COc1ccccc1/C=N/NC(=O)CN1CCN(Cc2ccccc2Cl)CC1
 : 99	10	5	98	97	-1	3	96
COc1cc(NS(=O)(=O)c2ccc(NC(C)=O)cc2)ncn1
 : 101	0	-3	105	96	0	5	89
CC(=O)NCCc1ccc(S(=O)(=O)N2CCN(c3nc(-c4ccccc4)c(C)s3)CC2)cc1
 : 95	-12	-13	101	110	3	4	89
O=C(NC(=O)c1ccccc1F)OCc1ccc(Cl)cc1Cl
 : 142	1	-2	98	85	-2	2	83
CN(C(=O)c1ccc(NC(=O)Cc2ccc(NC(=O)C3CCCN(C(=O)CCc4ccccc4)C3)cc2)cc1)C1CC1 (stereo not given)
 : 94	-2	3	95	87	1	8	99
CC1=C([N+](=O)[O-])C(c2ccccc2C(F)(F)F)NC(=O)N1C (stereo not given)
 : 101	2	-5	96	103	0	-3	130
CS(=O)(=O)c1ccc(C(=O)Nc2ccccc2N2CCOCC2)c(Cl)c1
 : 84	1	7	91	99	0	14	100
CC1CCN(C(=S)Nc2cccc(S(=O)(=O)N(C)C)c2)CC1
 : 100	1	-3	98	98	2	-3	90
CC1CCN(C(=O)CSc2nc(=O)n3ccccc3n2)CC1
 : 109	3	-16	102	93	-1	-6	100
CCN1C(=O)[C@H]2[C@@H](c3ccc(C)cc3)N3C(=O)N(c4cccc(F)c4)C(=O)[C@@]3(C)[C@H]2C1=O
 : 125	-1	-1	88	90	0	1	104
Cc1cc(Cl)ccc1OCC(=O)Nc1ccccc1NS(=O)(=O)c1cccs1
 : 103	6	41	113	107	5	-2	75
C/C(=C\c1ccccc1)C(=O)Nc1ccc(S(=O)(=O)Nc2ncccn2)cc1
 : 96	3	-4	102	105	1	-1	86
Cc1ccc(C(C(=O)NC2CCCCC2)N(Cc2cccnc2)C(=O)c2csnn2)cc1 (stereo not given)
 : 101	-6	-4	105	109	-3	12	100
CCOC(=O)Cc1[nH]nc2c1C(c1ccsc1)C(C#N)=C(N)O2 (stereo not given)
 : 86	5	31	91	93	0	7	92
O=C(COc1ccccc1)Nc1cccc(-c2ccc(N3CCOCC3)nn2)c1
 : 104	0	-23	102	96	-1	4	97
COC(=O)c1sc2ncccc2c1OCc1ccc(Cl)cc1Cl
 : 98	-1	-4	99	106	10	3	101
Cc1cc(S(=O)(=O)N2CCOCC2)ccc1OCC(=O)Nc1ccc(Br)cc1F
 : 95	7	38	103	108	1	-6	98
COc1cccc(NC(=O)CCc2ccccc2)c1
 : 142	5	1	93	89	1	9	100
CCOC(=O)Cc1csc(NC(=O)C(C)Oc2ccc3c(C)cc(=O)oc3c2)n1 (stereo not given)
 : 107	-3	0	100	104	3	0	85

(cont.)
The line under a structure holds: LAP4 TOR yeast	procasp7 counter	JMJD2C inh	RPL19A TOR yeast	MEP2-GFP yeast	AHR act	proCasp3 act	Yeast superoxide
O=C(CSc1cc(Cl)ccc1Cl)NC1CC1
 : 94	-1	11	101	94	0	0	114
O=C(OCc1nc2ccccc2[n+]([O-])c1C(=O)c1ccccc1)c1ccco1
 : 105	-6	-18	99	100	10	-12	85
CCOc1ccc(Nc2nc(Cc3nnc(SCC(=O)NCC4CCCO4)n3C)cs2)cc1 (stereo not given)
 : 94	-2	10	99	103	5	0	95
COc1ccc(C(CNC(=O)c2ccc(OCc3ccccc3)cc2)N2CCOCC2)cc1 (stereo not given)
 : 85	-2	7	87	84	1	1	103
COc1ccc(NS(=O)(=O)c2cccs2)cc1S(=O)(=O)N1CCOCC1
 : 110	1	-1	104	107	0	-2	106
O=C(O)COc1ccc(Br)cc1/C=N/O
 : 95	7	3	96	107	3	8	97
CN(C)c1ccc(C=NCCC2(O)CCOC(C)(C)C2)cc1 (stereo not given)
 : 97	3	0	105	103	0	4	93
O=C(CCN1N=C(c2ccccc2)CCC1=O)NCCCN1CCOCC1
 : 100	-5	6	104	106	0	6	114
CCc1ccc(OCC(=O)N2CCN(c3ccccc3F)CC2)cc1
 : 91	-2	-6	99	97	6	7	113
CN(C)S(=O)(=O)Oc1ccccc1C(=O)Nc1ccc(F)cc1F
 : 100	10	2	99	99	124*	8	113
Cn1nccc1C(=O)NC1CCCc2c1cnn2-c1ccccc1F (stereo not given)
 : 92	5	-4	101	99	-7	2	85
CCOC(=O)c1ccc(NC(=S)N2CCN(C(=O)C3CCCO3)CC2)cc1 (stereo not given)
 : 85	-11	6	102	102	-2	-3	101
Nc1c(C(=O)O)sc2nc(-c3ccccc3)c3c(c12)CCCC3
 : 97	-22	-3	102	102	2	-8	94
COc1cc(NC(=O)c2ccc(Br)o2)c(C(=O)O)cc1OC
 : 112	1	1	109	108	20	6	99
CC(C)(C)c1ccc(-n2ncc3c2CCCC3NC(=O)CCN2CCCO2)cc1 (stereo not given)
 : 90	-11	x	96	96	2	1	92
Cc1ccc(S(=O)(=O)Nc2n[nH]nc2C(=O)NC2CCCCC2)cc1
 : 98	9	-1	93	105	0	8	118
COc1ccc(CCN2C(=O)C3C4CC(C5C(C(=O)N/N=C\c6ccc(Cl)cc6)=NOC45)C3C2=O)cc1OC (stereo not given)
 : 96	-6	6	93	95	0	6	93
CCOC(=O)c1ccc(NS(=O)(=O)c2cccc3nsnc23)cc1
 : 102	4	6	101	97	8	-12	78
O=C(Nc1ccc(F)cc1)N1CCN(c2ccc3nnc(-c4ccc(F)cc4)n3n2)CC1
 : 100	-2	-13	105	99	6	-1	113

Single records (already shown). Values in the order: LAP4 TOR yeast, procasp7 counter, JMJD2C inh, RPL19A TOR yeast, MEP2-GFP yeast, AHR act, proCasp3 act, Yeast superoxide
CCc1ccc(OCC(=O)N2CCN(c3ccccc3F)CC2)cc1 across the screens: 91, -2, -6, 99, 97, 6, 7, 113
Cc1ccc(S(=O)(=O)Nc2n[nH]nc2C(=O)NC2CCCCC2)cc1 across the screens: 98, 9, -1, 93, 105, 0, 8, 118
CC(C)(C)c1ccc(-n2ncc3c2CCCC3NC(=O)CCN2CCCO2)cc1 (stereo not given) across the screens: 90, -11, x, 96, 96, 2, 1, 92
